# Screening data: PubChem, ICCB-Longwood Screening Facility, Harvard Medical School
# Polio RdRp inh – inhibitors of poliovirus RNA polymerase binding and polymerization; P03300; poliovirus polymerase elongation, fluorescence polarization; hits give low values; % elongation, % (compound at 16.7 µg/mL); hit rate 0.66% among 150,000; AID 588519; in the data active = % elongation below about 90%; also: some results filed as inactive read as strong as hits
# Target sequence (P03300 1749-2209 limits assumed): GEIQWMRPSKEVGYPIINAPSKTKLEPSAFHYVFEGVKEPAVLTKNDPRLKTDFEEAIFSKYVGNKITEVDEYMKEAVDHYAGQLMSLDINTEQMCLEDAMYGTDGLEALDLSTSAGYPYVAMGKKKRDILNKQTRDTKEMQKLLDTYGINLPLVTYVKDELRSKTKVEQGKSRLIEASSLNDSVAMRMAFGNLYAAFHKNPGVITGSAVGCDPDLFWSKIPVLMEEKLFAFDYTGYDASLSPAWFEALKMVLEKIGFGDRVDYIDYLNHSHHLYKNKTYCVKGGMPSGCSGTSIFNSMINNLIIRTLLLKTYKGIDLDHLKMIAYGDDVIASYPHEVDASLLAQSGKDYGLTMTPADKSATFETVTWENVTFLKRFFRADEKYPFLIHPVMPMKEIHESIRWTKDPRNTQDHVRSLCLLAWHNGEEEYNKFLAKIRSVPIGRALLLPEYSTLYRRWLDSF
# Polio RdRp inh FP z-score – second read-out of Polio RdRp inh, no call of its own (marks repeat the call); z-score; measured here: FP z-score; hits read low
# Numbers without * were called inactive. A portion of the library, so the mix of outcomes need not match the whole.
SMILES,Polio RdRp inh,Polio RdRp inh FP z-score
Cc1cn(C)c(CC(=O)NCc2cccc(Cl)c2)c1C(=O)O,100,-1
Nc1ccccc1C(=O)NCc1ccc2c(c1)OCO2,99,-1.3
COc1ccc(C2Sc3ccccc3NC3=C2C(=O)c2ccccc23)c(OC)c1OC (configuration not stated),111,1.1
CCOc1ccccc1CNC(=O)c1oc2ccc3c(c2c1C)C(=O)CC(C)(C)O3,115,1.4
CC(=O)C(Sc1nc(-c2ccccc2Cl)nc2c1c(=O)n(C)c(=O)n2C)C(=O)N(C)C (configuration not stated),102,-1.3
O=C(Nc1ccc(C(=O)NC2CCCCC2)cc1)c1cncc(Br)c1,104,0.1
CC1CCCC(C)N1C(=O)CN(C)S(=O)(=O)c1ccc2c(c1)OCCO2 (configuration not stated),97,-0.8
Cc1ccc(NS(=O)(=O)CC23CCC(CC2=O)C3(C)C)cc1 (configuration not stated),103,0.2
CC(=O)c1cc(-c2ccccc2)n(CC(=O)NCc2ccccc2C)c1C,104,-0.6
CC1=CCC(C(=O)O)C(C(=O)Nc2ccc(-c3nc4ccc(C)cc4s3)cc2)C1 (configuration not stated),98,-0.4
CCOC(=O)N1CCN(c2ccc(O)cc2)CC1,101,-0.1
Clc1ccc(CN2C3=NCCCN3c3ccccc32)c(Cl)c1,101,0
COC(=O)C1=C(C)NC(=O)NC1/C=C/c1ccccc1 (configuration not stated),107,0.6
Cc1ccccc1NC(=O)CSc1nc2ccc(NC(=O)COc3ccccc3F)cc2s1,104,-0.8
Cn1c(=O)c2c(nc(Oc3ccc(F)cc3)n2Cc2ccc(F)cc2)n(C)c1=O,101,-0.7
Cc1cc(=O)nc2c3ccccc3n(C(C)C(=O)Nc3c(F)c(F)cc(F)c3F)n12 (configuration not stated),105,0.5
COc1cccc(Oc2nc3c(c(=O)n(Cc4ccccc4F)c(=O)n3C)n2C)c1,108,0.5
O=S(=O)(NCCc1nnc2ccc(SCc3ccccc3)nn12)c1ccccc1,101,-0.1
CC(C)C(=O)N(c1ccc2oc(=O)sc2c1)S(=O)(=O)c1ccccc1,102,0.3
CCC(CC)C(=O)Nc1ccccc1C(=O)OCc1cc(=O)n2nc(C3CCCCC3)sc2n1,100,-1.4
Cc1cc(NC(=O)COC(=O)C2=COCCO2)n(-c2ccccc2)n1,104,0.4
Cc1nc(C)c(S(=O)(=O)NCc2ccc(N3CCN(C)CC3)cc2)s1,102,-0.1
O=C(CCn1c(SCC(=O)NCc2ccccc2)nc2cc3c(cc2c1=O)OCO3)NCc1ccc2c(c1)OCO2,100,-0.2
CCN1C/C(=C\c2ccc3c(c2)OCO3)C(=O)/C(=C/c2ccc3c(c2)OCO3)C1,108,0.4
COc1ccc(C(=O)Nc2c(N)nc(SCC(=O)NC3CCCCC3)[nH]c2=O)cc1,103,0.5
COc1ccc(C2=NOC(CN3C(=O)c4ccccc4S3(=O)=O)C2)cc1 (configuration not stated),99,-0.6
c1ccc2c(c1)CCN(Cc1ccncc1)C2,101,0.2
CC(C)Cn1cc(NC(=O)NCc2ccc(Cl)cc2)c2ccccc2c1=O,106,0.2
CN(Cc1ccc(Cl)cc1Cl)Cn1ccn(C)c1=S,99,-0.6
c1ccc(OCCSc2nc3ccccc3o2)cc1,100,-0.4
Cc1ccc(C)c(N2CCN(c3nccn4nc(-c5ccc(Br)cc5)cc34)CC2)c1,102,-1
COc1ccc(C2C(=O)c3ccccc3C2=O)cc1,100,0
O=C(c1cc(C2CC2)[nH]n1)n1ccnc1,97,-2.2
Oc1ccc(/C=N/NC(=S)NCC2CCCO2)cc1 (configuration not stated),100,-0.1
O=C([C@@H]1CCCN1C(=O)c1cccs1)N(CC1CCCO1)C1CCS(=O)(=O)C1 (some centres not stated),103,0.1
CC[N+](C)(CC)Cc1ccccc1,105,0.2
O=C(CSc1nc2ccccc2c(=O)n1-c1ccccc1)N1CCN(CCO)CC1,104,0.1
CCOCc1cnc(C)nc1NC(C)=O,99,-0.1
CC(C)=C(C#N)c1nc2ccccc2n1C,99,-1.2
Cc1cccc(N(C)C(=O)CCS(=O)(=O)c2ccc3c(c2)n(C)c(=O)c(=O)n3C)c1,103,-0.5
Cc1cccc(/C=C/c2onc(C)c2S(=O)(=O)N2CCC(C(=O)N3CCCCC3)CC2)c1,107,0.4
COC(=O)c1c(N)n(-c2ccc(OC)cc2)c2nc3ccccc3nc12,103,0.2
CC(=O)Oc1cc(C(F)(F)F)ccc1C(=O)O,100,0.1
CC(C)=CCC(C)(C)C1OCCN1C(=O)c1ccccc1 (configuration not stated),103,-0.2
O=C1/C(=C/c2ccccc2)CC/C1=C1\SCC(=O)N1c1ccccc1,102,0.1
O=C(Nc1ccc(F)cc1)[C@H](Cc1ccccc1)N1Cc2ccccc2C1=O,106,0.4
CCOC(=O)c1cccc(NS(=O)(=O)c2cc(-c3cc(C)[nH]n3)ccc2C)c1,100,-0.4
Cc1cccc(-c2noc(-c3ccc(NCc4ccco4)c([N+](=O)[O-])c3)n2)c1,103,-1.1
O=C(Nc1ncn[nH]1)c1ccc2c(c1)S(=O)(=O)c1ccccc1C2=O,103,0.2
Cc1ccc(NC(=O)CSc2nc3ccccc3nc2N2CCOCC2)cc1,110,0.7
COc1cc(NC(=O)CN2C(=O)C(c3ccc(Cl)cc3)=NC23CCCCC3)cc(OC)c1,103,-0.6
CCN(CC)c1nc2c(C)cccn2c(=O)c1C=C1C(=O)NC(=O)NC1=O,100,-0.4
NC(=O)CSc1ncc(-c2ccccc2)[nH]1,102,0.3
CCC(=O)Nc1cc(NC(=O)c2ccco2)ccc1C,100,-0.8
Cc1cccc(CSc2nnc(CCCCCN)o2)c1,101,-1.2
Cc1noc(C)c1NC(=O)Nc1cc(C(F)(F)F)cc(C(F)(F)F)c1,105,0.8
COCc1cc(C)nc(SCC(N)=O)c1C#N,99,-0.8
Nc1cc(N)nc(SCc2ccc(Cl)cc2)n1,100,-0.5
COc1ccc(C)c2sc(N(Cc3cccnc3)C(C)=O)nc12,105,-0.4
Cc1cc(C)n(-c2ccc(N=NC3=C(O)CCCC3=O)cc2)n1,104,1

# Further records.
SMILES,Polio RdRp inh,Polio RdRp inh FP z-score
O=C(CN(Cc1ccco1)S(=O)(=O)c1ccccc1)Nc1ccccc1,104,0.1
COCCCNC(=O)c1sc2ncccc2c1-n1cccc1,107,0
Cn1nccc1NC(=O)Nc1ccc(Cl)cc1,103,0.4
COC(=O)c1cc(-c2ccc(C)cc2)n[nH]1,102,0.1
Cc1ccc(/C=N/N(C)C2=NCCN2)o1,105,0.8
N#Cc1ccc(C(=O)OC2CCCCC2=O)cc1 (configuration not stated),102,0
COc1ccc(OC)c(CCNC(=O)c2ccc3c(c2)N(Cc2ccc(C)cc2)CCS3)c1,104,-0.3
CCCn1c(=O)n(C)c(=O)c2c(SCc3cc(=O)n4ccsc4n3)nc(CC(C)C)nc21,103,0
COc1ccc2c(c1OC)C(=O)OC2CC(=O)c1ccccc1 (configuration not stated),102,0.8
O=C(COc1coc(CN2CCN(Cc3ccccc3)CC2)cc1=O)NCC1CCCO1 (configuration not stated),105,1.1
CCc1cccc(CC)c1NC(=O)C1CCC(CNS(=O)(=O)c2cccc3nsnc23)CC1 (configuration not stated),104,-0.4
COc1ccc(-c2csc(N)n2)cc1OC,103,0.2
CCOc1cc2c(cc1OCC)-n1cccc1C(c1cc(C)c(OC)cc1C)NC2 (configuration not stated),108,0.6
CCOc1ccc(NC(=O)NCCc2c(C)nn(C)c2C)cc1,109,0.5
CCN(Cc1cc(OC)c(OC)c(OC)c1)C(=S)Nc1cccc(SC)c1,107,0.3
Nc1nc2ccc(S(=O)(=O)c3ccccc3)cc2[nH]1,100,-0.4
Clc1ccc(-c2noc3ncnc(N4CCCCC4)c23)cc1,108,0.2
CCOC(=O)c1cc(-c2ccc(Cl)cc2)oc1/C=N/OC(=O)c1ccco1,102,0
CC1CCCC(C)N1C(=O)COC(=O)/C=C/c1ccc(Br)o1 (configuration not stated),111,0.5
CC1CCCN(C(=O)COC(=O)Cc2n[nH]c(=O)c3ccccc23)C1 (configuration not stated),98,-0.4
COc1ccc(S(=O)(=O)N(CC(=O)NCCc2ccccc2)c2ccc(Cl)cc2)cc1,100,-1.6
C=CCn1c(N)c(C(=O)Nc2ccc(C)cc2)c2nc3ccccc3nc21,100,-0.1
COc1ccc(S(=O)(=O)N2Cc3ccccc3CC2C(=O)NCc2ccc3c(c2)OCO3)cc1 (configuration not stated),100,-0.3
Cn1c(CNC(=O)c2ccccc2F)nnc1SCC(=O)Nc1nnc(C2CCCCC2)s1,100,-0.3
CCCOc1ccc(NC(=O)CC2C(=O)N(c3ccc(C)cc3)C(=O)N2C2CCCC2)cc1 (configuration not stated),101,-0.5
CN(CCNC(=O)c1nc(-c2cccnc2)no1)C1CCCCC1,101,-0.4
COC(=O)c1cc(=O)c2c(SC)nc(-c3ccccc3)nc2[nH]1,103,0
N#C/C=C1\SCC(=O)N1CC(O)c1ccc(Cl)cc1 (configuration not stated),106,0.8
COc1ccc(Cl)cc1C(=O)CSc1nnnn1C1CCCCC1,101,-0.4
CCOc1cc(/C=C2\C(O)C3CCN2CC3)cc(Cl)c1OCC (configuration not stated),99,-1.1
NC(=O)C1(N2CCCCC2)CCN(C(=O)C2CCCCC2)CC1,100,-0.3
CCN(C(=O)Cn1cnc2c(nc3n2CCCCC3)c1=O)c1cccc(Cl)c1,101,0.4
C1CCC(N2CCN(C3CCCC3)CC2)C1,99,-1
O=C(Nc1cccnc1)c1cccc(C(=O)Nc2cccnc2)c1,99,-0.9
Cc1ccc(-n2nc3c(=O)n(CCCC(=O)N4CCCCC4)nc(C)c3c2C)cc1,101,-0.2
COc1cccc(N2CCN(S(=O)(=O)c3ccc(-n4cnnn4)cc3)CC2)c1,104,-0.7
Cc1ccc(S(=O)(=O)NC2c3cccc4cccc(c34)C2Sc2ccccn2)cc1 (configuration not stated),101,-0.1
COc1ccc(CCN=C2CCc3ccccc3N2)cc1OC,101,0
O=C(CCOc1ccccc1)Nc1nc2c(ccc3ccccc32)s1,101,0
CC1=C(C(=O)N2CCCCC2)C(c2ccc(Br)cc2)C2=C(CCCC2=O)N1 (configuration not stated),105,0.2
O=C(Nc1cccc(-c2nn[nH]n2)c1)c1ccc(Br)o1,103,0.3
Cc1ccc(C(=O)Cn2c(C)csc2=Nc2ccccc2)cc1,96,-1.1
CCCCC(=O)Nc1ccc(S(=O)(=O)NC(C)(C)C)cc1,98,-0.7
O=C1CC(=O)Nc2ccccc2N1,100,-0.3
CC1(C)CC2CC(C)(CN2C(=O)c2ccccc2NC(=O)c2ccco2)C1 (configuration not stated),106,0.3
CC(C)(C)C1CCc2c(sc(NC(=O)c3cc(-c4ccc(F)cc4)on3)c2C#N)C1 (configuration not stated),101,-0.3
CC1=C(C(=O)OCC2CCCCC2)C(c2ccc(Cl)cc2)CC(=O)N1 (configuration not stated),99,-1.8
CCOC(=O)/C=C(\C)N1N=C2c3ccc(OC)cc3CCC2C1c1ccc(OC)cc1 (configuration not stated),104,0.9

# 3 structures out of the list, arranged by length of the SMILES, lowest first:
SMILES,Polio RdRp inh,Polio RdRp inh FP z-score
CCCCC(=O)Nc1ccc(S(=O)(=O)NC(C)(C)C)cc1,98,-0.7
CC1=C(C(=O)OCC2CCCCC2)C(c2ccc(Cl)cc2)CC(=O)N1 (configuration not stated),99,-1.8
CC1(C)CC2CC(C)(CN2C(=O)c2ccccc2NC(=O)c2ccco2)C1 (configuration not stated),106,0.3

# Next compounds
SMILES,Polio RdRp inh,Polio RdRp inh FP z-score
Cc1ccc(Nc2ccc3cc(S(=O)(=O)N4CCCCC4)ccc3n2)cc1F,111,0.8
CC(C)(C)c1sc(N)nc1-c1ccccc1,102,0.1
O=C(Nc1ccc(F)cc1)[C@H](CSCc1ccccc1)N1Cc2ccccc2C1=O,104,-0.3
NC(=O)CSc1ccc(-c2ccccc2)nn1,102,0.2
Cc1cccc(N2CCN(C(c3nnnn3C3CCCC3)C(C)C)CC2)c1C (configuration not stated),99,-0.5
C#CCSCc1nc2ccccc2[nH]1,104,0.7
Cc1nn(-c2ccc(F)cc2)c(Cl)c1/C=C/C(=O)N1CCC(C(N)=O)CC1,103,0.1
Cc1ccc(OCC(=O)N(C)C)c(C)c1,99,-0.3

# Sorted by count of non-hydrogen atoms (lowest first): part of the list above.
SMILES,Polio RdRp inh,Polio RdRp inh FP z-score
O=C1CC(=O)Nc2ccccc2N1,100,-0.3
O=C(c1cc(C2CC2)[nH]n1)n1ccnc1,97,-2.2
CC(C)(C)c1sc(N)nc1-c1ccccc1,102,0.1
COCc1cc(C)nc(SCC(N)=O)c1C#N,99,-0.8
N#Cc1ccc(C(=O)OC2CCCCC2=O)cc1 (configuration not stated),102,0
CN(Cc1ccc(Cl)cc1Cl)Cn1ccn(C)c1=S,99,-0.6
Cc1cccc(CSc2nnc(CCCCCN)o2)c1,101,-1.2
CCCCC(=O)Nc1ccc(S(=O)(=O)NC(C)(C)C)cc1,98,-0.7
Cc1ccc(NS(=O)(=O)CC23CCC(CC2=O)C3(C)C)cc1 (configuration not stated),103,0.2
COc1ccc(C)c2sc(N(Cc3cccnc3)C(C)=O)nc12,105,-0.4
Cc1cc(NC(=O)COC(=O)C2=COCCO2)n(-c2ccccc2)n1,104,0.4
O=C(CN(Cc1ccco1)S(=O)(=O)c1ccccc1)Nc1ccccc1,104,0.1
CCOC(=O)c1cc(-c2ccc(Cl)cc2)oc1/C=N/OC(=O)c1ccco1,102,0
CCN(C(=O)Cn1cnc2c(nc3n2CCCCC3)c1=O)c1cccc(Cl)c1,101,0.4
Cn1c(=O)c2c(nc(Oc3ccc(F)cc3)n2Cc2ccc(F)cc2)n(C)c1=O,101,-0.7
Cc1ccc(S(=O)(=O)NC2c3cccc4cccc(c34)C2Sc2ccccn2)cc1 (configuration not stated),101,-0.1
CCOC(=O)/C=C(\C)N1N=C2c3ccc(OC)cc3CCC2C1c1ccc(OC)cc1 (configuration not stated),104,0.9
Cc1cccc(/C=C/c2onc(C)c2S(=O)(=O)N2CCC(C(=O)N3CCCCC3)CC2)c1,107,0.4
CCc1cccc(CC)c1NC(=O)C1CCC(CNS(=O)(=O)c2cccc3nsnc23)CC1 (configuration not stated),104,-0.4
O=C(CCn1c(SCC(=O)NCc2ccccc2)nc2cc3c(cc2c1=O)OCO3)NCc1ccc2c(c1)OCO2,100,-0.2
